# MEX-5 binding = C. elegans MEX-5 TCR-2 RNA binding activity; Q9XUB2; MEX-5/FITC-TCR2 RNA binding, fluorescence polarization; active compounds read low; activity score (negative = inhibition of binding), % at 10 µM; hit rate 0.38% among 300,000;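 active means inhibition past about -25% in most replicates, and total fluorescence under double the plate's negative control median, limit read from the data; inconclusive means replicates evenly split on the limit, or fluorescence at least double controls; inactive means too little inhibition in most replicates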;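 further: 0% = DMSO and -100% = 5 µM competing unlabeled TCR2 RNA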
# BCLXL inh = blocks human Bcl-xL binding to Bim BH3 peptide; GST-Bcl-xL / FITC-Bim BH3 peptide fluorescence polarization; inhibition, % at 10.9 µM; hit rate 0.7% among 320,000;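 active means inhibition above the mean of all tested compounds plus 3 SD, cutoff set per campaign, cut at about 30% in these data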;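 further: 0% = DMSO wells and 100% = unlabeled Bim-BH3 peptide competitor; inhibitors lower millipolarization by displacing the labeled peptide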
# Target sequence (Q07817 whole entry, looked up): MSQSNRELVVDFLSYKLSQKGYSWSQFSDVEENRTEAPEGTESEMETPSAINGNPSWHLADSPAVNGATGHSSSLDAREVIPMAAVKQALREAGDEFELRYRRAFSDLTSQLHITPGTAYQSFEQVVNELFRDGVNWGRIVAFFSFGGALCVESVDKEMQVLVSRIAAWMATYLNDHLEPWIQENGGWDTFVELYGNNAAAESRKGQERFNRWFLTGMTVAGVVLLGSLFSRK
# MCL1-BIM inh = disrupts human MCL1 binding to BIM-BH3 peptide; Q07820; GST-MCL1 / FITC-Bim-BH3 fluorescence polarization; inhibition, % at 10.9 µM; hit rate 0.68% among 320,000;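 active means inhibition above the mean inhibition of all tested compounds plus 3 SD, set per campaign, cut at about 40% in these data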;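 further: 0% = DMSO wells and 100% = unlabeled Bim-BH3 peptide control; higher means more loss of mP so more displacement of Bim peptide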
# Target sequence (Q07820 whole entry, looked up): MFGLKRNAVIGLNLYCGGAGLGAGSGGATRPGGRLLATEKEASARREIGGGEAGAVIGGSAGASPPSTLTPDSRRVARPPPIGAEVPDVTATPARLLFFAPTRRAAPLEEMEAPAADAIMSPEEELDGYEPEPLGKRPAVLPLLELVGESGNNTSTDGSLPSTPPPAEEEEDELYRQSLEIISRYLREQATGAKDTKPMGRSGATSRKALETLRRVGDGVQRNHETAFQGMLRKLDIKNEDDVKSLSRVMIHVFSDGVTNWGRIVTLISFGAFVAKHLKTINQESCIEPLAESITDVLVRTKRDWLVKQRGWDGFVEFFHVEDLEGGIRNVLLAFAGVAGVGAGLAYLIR
# Yeast superoxide = caloric restriction mimetics inhibiting age-related superoxide in yeast; S. cerevisiae aged cells, superoxide DHE fluorescence; active compounds read low; superoxide response (% of plate mean), % at 10 µM; hit rate 0.18% among 330,000; AID 2690;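 active means superoxide response under a set limit, about three screen SD below normal, cut at about 65% in these data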;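 further: yeast aged for seven days with compound at 30 °C before DHE staining; 100% = average MFI of all compound-treated wells on the plate with controls excluded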
# CIT2 TOR yeast = yeast TOR pathway CIT2-GFP modulation; S. cerevisiae CIT2-GFP strain, flow cytometry, 3 h; 100 means same as DMSO wells; GFP response vs DMSO, % at 10 µM; hit rate 0.065% among 320,000;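 active means GFP response relative to DMSO above a set limit, near the screen mean plus 3 SD, cut at about 150% in these data; inconclusive means Fewer than 70 cells measured for a yeast strain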;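 further: ratio of well median GFP fluorescence to mean of DMSO wells on the plate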
# GRK2 aptamer HTS = human GRK2 inhibition via aptamer displacement. P25098. bead flow cytometry, FAM-aptamer displacement from GRK2. inhibition of aptamer binding, % at 10 µM. hit rate 0.59% among 330,000;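 active means inhibition of aptamer binding above 40%, roughly 3 SD of noise, on plates passing a quality check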;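 further: median bead fluorescence of bound FAM aptamer so fluorescent compounds give negative values; no value below 0 was filed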
# AGP1-GFP MLPCN = yeast TOR pathway AGP1-GFP modulation; S. cerevisiae AGP1-GFP multiplex flow cytometry, 3 h; GFP as percent of DMSO wells; GFP response vs DMSO, % at 10 µM; hit rate 0.02% among 320,000;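 active means GFP response relative to DMSO above a set limit, near screen average plus 3 SD, cut at about 150% in these data; inconclusive means fewer than 70 cells counted for the yeast strain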;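 further: median GFP channel fluorescence of the gated AGP1 strain per well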
# GLD-1 TGE inh = GLD-1-TGE RNA interaction inhibition (C. elegans); hit rate 0.44% among 320,000; purified GLD-1 + fluorescein TGE RNA, fluorescence polarization; Q17339; inhibition, % at 5.96 µM;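 active means percent inhibition above a per-plate cutoff, the plate mean of test compounds plus 3 SD, cut at about 30% in these data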;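 further: 0% = DMSO wells with GLD-1 and probe and 100% = wells lacking GLD-1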
# VLA-4 inh = inhibition in a human VLA-4 binding assay; P13612; VLA-4 expressing cells, ligand binding flow cytometry; inhibition, % (about 7 µM as worked out from the volumes in the protocol); hit rate 0.2% among 330,000; in the data active means inhibition above about 50%
# Active calls of the source: *; ? = inconclusive; · = not tested or not shown; [ ] = remark or other dose.
SMILES,MEX-5 binding,BCLXL inh,MCL1-BIM inh,Yeast superoxide,CIT2 TOR yeast,GRK2 aptamer HTS,AGP1-GFP MLPCN,GLD-1 TGE inh,VLA-4 inh
O=C(Cc1ccc(-n2c(=O)c3sccc3n(CC(=O)Nc3ccccc3F)c2=O)cc1)NCc1ccco1,-0.2,5,4,95,107,0,105,2,-12
CC(C)c1nc(CNC(=O)C2CCC(=O)N(CCc3ccc(Cl)cc3)C2)no1 (centres undefined),-2.8,1,-6,100,99,2,102,1,12
Cn1cc(S(=O)(=O)NCc2ccco2)c(=O)n(C)c1=O,-0.1,5,4,79,103,1,105,1,3
CCOC(=O)C1(CC)NC(c2ccc(N(C)C)cc2)C2C(=O)N(C)C(=O)C21 (centres undefined),-0.1,-2,-9,111,93,4,99,-4,17
CC(NC(=O)c1cc(S(=O)(=O)N(C)C)ccc1Cl)C1CC2CCC1C2 (centres undefined),0.1,1,-4,100,101,3,104,2,5
O=S(=O)(c1ccc(-c2n[nH]c(=S)o2)cc1)N1CCCC1,-4.1,-29,-27,103,103,1,102,0,2
O=C(NC1CC1)c1sccc1-n1cccc1,1.2,0,1,92,103,0,102,-2,-1
O=S1(=O)N=C(N2CCCc3ccccc32)c2ccccc21,1.9,-1,6,106,89,1,94,1,14
CC(C)C(=O)NC(NC1CCS(=O)(=O)C1)C(Cl)(Cl)Cl (centres undefined),·,7,7,104,101,0,100,4,-7
COc1ccc(CN2CCN(C(=O)c3c(-c4ccccc4)noc3C)CC2)cc1F,·,3,7,75,94,20,90,3,4
Cc1ccccc1C(=O)NC(=S)Nc1ccc(S(=O)(=O)N2CCOCC2)cc1,0.1,7,7,101,104,3,104,-1,-1
CCCC(=O)N1CC2(CCC)CN(C(=O)CCC)CC(CCC)(C1)C2=O,0.8,-5,-8,92,89,4,96,-8,-2
COCCn1c(SCC#N)nnc1-c1ccc(OC)cc1,-0.5,8,8,92,97,0,100,5,12
O=C(COC(=O)COc1ccc(Br)cc1)NC1CCCCCC1,·,1,0,108,106,1,98,4,5
O=C1C2C3C=CC(CNS(=O)(=O)c4ccccc4)(O3)C2C(=O)N1c1ccc(Cl)cc1 (centres undefined),1.9,7,4,103,114,0,103,2,14

# 3 structures already listed, arranged by molar mass, ascending:
SMILES,MEX-5 binding,BCLXL inh,MCL1-BIM inh,Yeast superoxide,CIT2 TOR yeast,GRK2 aptamer HTS,AGP1-GFP MLPCN,GLD-1 TGE inh,VLA-4 inh
O=S1(=O)N=C(N2CCCc3ccccc32)c2ccccc21,1.9,-1,6,106,89,1,94,1,14
COCCn1c(SCC#N)nnc1-c1ccc(OC)cc1,-0.5,8,8,92,97,0,100,5,12
Cc1ccccc1C(=O)NC(=S)Nc1ccc(S(=O)(=O)N2CCOCC2)cc1,0.1,7,7,101,104,3,104,-1,-1

# Further structures:
SMILES,MEX-5 binding,BCLXL inh,MCL1-BIM inh,Yeast superoxide,CIT2 TOR yeast,GRK2 aptamer HTS,AGP1-GFP MLPCN,GLD-1 TGE inh,VLA-4 inh
CC(C)n1cnc2c(Nc3cccc(Cl)c3)nc(N(CCO)CCCO)nc21,1.3,4,9,104,89,2,97,6,10
CC(=O)N1CCCc2cc(S(=O)(=O)NCCC3=CCCCC3)ccc21,1.3,7,8,81,99,0,94,-3,-3
CC1C(C#N)=C(N)OC2=C1C(=O)CCC2 (centres undefined),-0.5,3,1,78,99,4,104,1,0
O=C(N/N=C\c1ccc([N+](=O)[O-])o1)c1cncc(Br)c1,1.8,15,26,122,99,3,99,2,-3
O=c1cnc2ccccc2n1Cc1ccccc1C(F)(F)F,0.6,1,4,102,91,1,97,-4,22
CCCCNC(=O)CC(=O)Nc1ccccc1C(=O)O,-0.1,2,4,97,90,4,97,0,8
O=C(CCCCCn1nnc2ccccc2c1=O)Nc1ccccc1Cl,-0.9,3,9,110,87,3,97,-1,-3
Cc1ccc(-n2[nH]c(C)c(/C=N/Nc3ccc([N+](=O)[O-])cc3[N+](=O)[O-])c2=O)cc1C,-0.9,10,21,97,101,0,102,-2,16
N#CCCn1c(=O)n(CCC#N)c2ccccc21,1.0,5,2,93,99,1,101,1,9
O=C(O)c1cc2c(ccc3ccccc32)oc1=O,-0.6,16,8,139,107,0,33,1,-5
CCN(CC)CCC#CC1(O)c2ccccc2-c2ccccc21,0.2,2,3,101,109,0,98,0,9
O=C(C1CCN(S(=O)(=O)c2ccccc2[N+](=O)[O-])CC1)N1CCOCC1,-0.1,-2,11,96,86,0,94,6,13
COc1ccccc1-c1cc(C(F)(F)F)nc(S(=O)(=O)CCCC(=O)O)n1,1.0,1,-3,122,90,0,96,0,7
O=C(O)c1cc(-c2ccc(/C=C3\NC(=O)N(c4ccc(Cl)cc4)C3=O)o2)ccc1Cl,?,29,72*,95,100,50*,94,4,3
Cc1oc2cc(Br)c(O)c(Br)c2c1-c1ccccc1,-3.3,2,12,90,91,4,94,9,9
FC(F)(F)c1ccnc(NCc2ccc(Cl)cc2)n1,-0.9,5,7,100,104,1,104,1,-5
O=c1cc(CSc2nnc(NC3CCCCC3)s2)nc2sccn12,0.6,2,5,99,102,0,96,5,0
CCc1ccc(NC(=O)CSc2nnc(CNC(=O)c3c(F)cccc3Cl)o2)cc1,1.4,2,1,100,103,1,100,4,0
CCOc1cc(C(=O)Nc2nnc(CC)s2)ccc1OCC(=O)N1CCOCC1,0.9,5,-2,111,95,1,104,2,-8
NS(=O)(=O)OCC(Cc1ccccc1)N1C(=O)c2ccccc2C1=O (centres undefined),2.0,4,20,113,86,2,89,1,-21
COc1ccc(Oc2nc(-c3ccccc3)ncc2S(=O)(=O)c2ccccc2)cc1,0.8,3,2,112,105,0,106,6,7
CCOC(=O)c1ccc(NC(=S)NC(=O)c2nn(CC)cc2Br)cc1,-1.9,4,5,102,107,2,98,-1,-1
Cc1ccc2nc(-c3ccc(NS(=O)(=O)c4ccc(F)cc4)cc3)sc2c1,-7.4,0,0,109,101,4,78,-1,-6
O=C(COc1cccnc1[N+](=O)[O-])c1c[nH]c2ccccc12,-1.1,-5,-3,94,101,1,96,1,-10
Cc1ccc(C)c(NC(=O)CSc2nc3[nH]ncc3c(=O)[nH]2)c1,-2.7,2,9,101,101,0,99,0,1
NS(=O)(=O)c1ccc(NC(=O)c2c(Cl)cccc2Cl)cc1,0.6,4,2,89,105,0,108,-7,-1
O=C(NCCSc1ccccc1)c1ccc(CN2CCOCC2)cc1,-2.4,-8,-14,113,107,3,101,-3,-4
CN1CCO/C1=C(\C(Cl)=C(Cl)Cl)[N+](=O)[O-],-0.1,4,5,108,99,2,101,-7,1
COc1ccccc1C(=O)NCC(=O)OCC(=O)c1ccc2c(c1)-c1ccccc1C2,0.5,0,-3,90,101,2,102,-5,-5
O=C(NCCc1nnc2ccccn12)c1cccs1,0.7,1,1,92,102,0,110,-1,5
COC(=O)Cc1c(OC)ccn(CCc2c[nH]c3ccccc23)c1=O,-2.6,-2,3,105,98,1,97,9,10
Cc1ccc(C2Nc3ccc4ccccc4c3C3=C2C(=O)CC(C)(C)C3)o1 (centres undefined),1.0,2,-6,80,105,0,102,8,5
O=C(COc1ccccc1)N(Cc1cccs1)C1CCS(=O)(=O)C1 (centres undefined),0.9,3,0,102,94,5,105,3,-4
COc1ccc(OCC(=O)Nc2nc3ccccc3[nH]2)cc1,2.0,2,-2,99,103,1,105,5,-6
N#Cc1c(SCC(=O)Nc2nncs2)sc2c(O)cc(=O)[nH]c12,-14,34*,70*,101,105,41*,108,-5,3
Cc1cc(NC(=O)CSc2nc3ccccc3n2CC(=O)N2CC(C)CC(C)C2)no1 (centres undefined),-0.5,3,-5,102,90[may fluoresce red],0,?,5,6
CC(C(=O)NCc1cccnc1)c1ccc([N+](=O)[O-])cc1 (centres undefined),0.2,-4,-5,102,104,5,101,4,1
CC(=O)Nc1ccc(C(=O)Nc2ccc(S(=O)(=O)N3CCCCC3)cc2)cc1,-0.6,2,2,101,95,0,94,5,7
CC(/C=N/n1c(-c2ccncc2)n[nH]c1=S)=C\c1ccco1,-0.9,-13,-11,97,90,3,103,-2,7
O/N=C(/c1ccc(F)cc1)C1CC1c1c(F)cccc1Cl (centres undefined),-1.2,3,3,108,96,1,99,-2,12
Cc1cc(OCc2nnc(SC(C)C(=O)O)n2-c2ccccc2)ccc1Cl (centres undefined),-0.8,3,8,100,111,0,101,-2,4
CC1=CC(=O)C=C(C)C1=NOC(=O)/C=C\c1ccccc1,-1.0,0,10,76,105,0,99,6,6
CSc1nc(C)cc(OCC(=O)n2nc(C)cc2C)n1,1.6,1,-1,107,91,0,98,-3,-2
COc1ccc(N(CC(=O)NCCC2=CCCCC2)S(=O)(=O)c2c(C)[nH]c(=O)[nH]c2=O)cc1,-2.8,8,1,107,90,5,100,0,20
CCCCOc1ccc(Cl)cc1CSc1nnc(C)n1N,-2.7,-4,-3,111,97,0,101,-3,-11
CCn1cc(CCC(=O)NCc2ccccc2OC)c2ccccc21,-0.9,-5,-12,91,96,1,100,3,-3
COc1ccc(C2NCCc3c2[nH]c2ccccc32)cc1COc1ccc(F)cc1 (centres undefined),-2.2,3,10,82,104,0,100,1,16
CC1CCCC(C)N1C(=O)CCN1C(=O)C2C3C=CC(C3)C2C1=O (centres undefined),3.6,0,-1,83,105,1,107,3,-10

# A run of entries taken from the entries so far, as a working copy:
SMILES,MEX-5 binding,BCLXL inh,MCL1-BIM inh,Yeast superoxide,CIT2 TOR yeast,GRK2 aptamer HTS,AGP1-GFP MLPCN,GLD-1 TGE inh,VLA-4 inh
COC(=O)Cc1c(OC)ccn(CCc2c[nH]c3ccccc23)c1=O,-2.6,-2,3,105,98,1,97,9,10
Cc1ccc(C2Nc3ccc4ccccc4c3C3=C2C(=O)CC(C)(C)C3)o1 (centres undefined),1.0,2,-6,80,105,0,102,8,5
O=C(COc1ccccc1)N(Cc1cccs1)C1CCS(=O)(=O)C1 (centres undefined),0.9,3,0,102,94,5,105,3,-4
COc1ccc(OCC(=O)Nc2nc3ccccc3[nH]2)cc1,2.0,2,-2,99,103,1,105,5,-6
N#Cc1c(SCC(=O)Nc2nncs2)sc2c(O)cc(=O)[nH]c12,-14,34*,70*,101,105,41*,108,-5,3

# Bioassay records from PubChem BioAssay.

# Compounds were not picked by outcome. Share with any hit: about 2.1%.
